FBW7 act: FBW7 E3 ligase activators, primary screen, biochemical, AlphaScreen, human | AlphaScreen FBW7–phospho-cyclin E peptide binding, activator screen | normalized activity (activation), % at 26.1 µM | 0.13% of 650,000 active | F-box/WD repeat-containing protein 7 (Homo sapiens), Q969H0 | AID 1259310, 2017; in the data active = normalized activity above about 1.9%;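 note: purified mutant Fbw7 with reduced substrate affinity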
GPR151 ag: activators of human GPR151, primary screen, cell-based, PathHunter beta-arrestin, luminescence; G-protein coupled receptor 151 (Homo sapiens), Q8TDV0; AID 1508602, 2020; PathHunter beta-arrestin GPR151 cells; activation, % at 11.2 µM; 1% of 650,000 active; in the data active = activation above about 4.9%;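 note: 0% = median of compound wells and 100% = cells with positive control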
Target sequence (Q8TDV0 whole entry, looked up): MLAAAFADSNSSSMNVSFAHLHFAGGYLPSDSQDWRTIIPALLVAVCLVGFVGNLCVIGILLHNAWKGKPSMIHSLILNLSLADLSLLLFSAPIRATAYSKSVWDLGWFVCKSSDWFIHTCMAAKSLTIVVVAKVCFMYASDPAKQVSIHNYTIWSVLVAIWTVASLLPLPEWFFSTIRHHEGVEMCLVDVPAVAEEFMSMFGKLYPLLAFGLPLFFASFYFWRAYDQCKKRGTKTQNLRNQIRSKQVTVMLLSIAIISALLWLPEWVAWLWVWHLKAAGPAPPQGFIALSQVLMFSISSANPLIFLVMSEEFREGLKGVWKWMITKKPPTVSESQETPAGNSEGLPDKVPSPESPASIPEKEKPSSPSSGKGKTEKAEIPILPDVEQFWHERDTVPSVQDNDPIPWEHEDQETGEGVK
TEAD-YAP inh: TEAD-YAP interaction inhibition, primary screen, TEAD-YAP interaction inhibitor project, luminescence, HEK-TIYL cells; 1.4% of 640,000 active; AID 1259422, 2018; inhibition, % at 9.12 µM; TEAD-Gal4/YAP UAS-luciferase luminescence; in the data active = inhibition above about 32%;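 note: 0% = median of test compound wells and 100% = reference inhibitor wells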
MITF inh: MITF inhibitors, primary screen, biochemical, AlphaScreen, human | Microphthalmia-associated transcription factor (Homo sapiens), O75030 | 0.91% of 650,000 active | inhibition, % at 2.6 µM | AID 1259374, 2018 | AlphaScreen MITF homodimerization, bead proximity signal; in the data active = inhibition above about 50%;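 note: 0% = vehicle wells with protein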
Target sequence (O75030 whole entry, looked up): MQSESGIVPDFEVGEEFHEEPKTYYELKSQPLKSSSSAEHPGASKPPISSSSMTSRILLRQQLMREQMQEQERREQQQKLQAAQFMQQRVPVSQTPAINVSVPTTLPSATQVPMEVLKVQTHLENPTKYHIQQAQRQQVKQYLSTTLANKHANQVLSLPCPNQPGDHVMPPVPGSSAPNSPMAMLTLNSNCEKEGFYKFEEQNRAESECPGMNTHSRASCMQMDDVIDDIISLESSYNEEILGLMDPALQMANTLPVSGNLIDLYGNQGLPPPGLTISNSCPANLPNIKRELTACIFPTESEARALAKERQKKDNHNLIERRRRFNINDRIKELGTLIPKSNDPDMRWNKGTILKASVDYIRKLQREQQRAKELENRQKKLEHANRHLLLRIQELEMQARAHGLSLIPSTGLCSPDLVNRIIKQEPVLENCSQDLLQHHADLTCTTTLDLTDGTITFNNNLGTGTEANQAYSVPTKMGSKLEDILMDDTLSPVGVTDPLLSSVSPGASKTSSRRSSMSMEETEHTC
Active calls of the source: *.

SMILES	FBW7 act	GPR151 ag	TEAD-YAP inh	MITF inh
CSCCOC(=O)C1=C(C)NC(=O)CC1c1c(F)cccc1Cl (stereo not drawn)	-0.1	0.5	2	1
CC(=O)Nc1ccc(NC(=O)C2CCN(c3ccc(Nc4cccc(N(C)C)c4)nn3)CC2)cc1	0.6	-1.2	-11	10
CCOC(=O)COc1cccc2c(=O)n(CC(=O)Nc3c(C)cc(C)cc3C)ccc12	-0.1	1.9	3	-7
CSCCC(NC(=O)c1ccc(Cl)c([N+](=O)[O-])c1)C(=O)Nc1ccc(F)cc1F (stereo not drawn)	-0.2	0.5	1	1
CCCOc1ccc(/C=C(/C#N)C(=O)Nn2cnnc2)cc1	-0.1	-0.7	-5	2
Cc1ccc(N2CC(NC(=O)Cc3ccc(F)cc3)CC2=O)cc1C (stereo not drawn)	0.1	-0.4	-4	-2
COc1cc(/C=C2/N=C(c3ccccc3)OC2=O)cc(Cl)c1OC	0.0	0.1	2	-4
CCN1CCN(C(=O)c2sc3ncnc(N4CCN(c5ccccn5)CC4)c3c2C)CC1	-0.1	-0.2	19	6
CCSc1nc2sccn2c(=O)c1C(=O)NCCOC	0.2	0.2	4	0
CCSc1nc2sccn2c(=O)c1C(=O)NCc1ccco1	0.2	-0.1	8	17
COc1cccc(C(=O)NCCS(=O)(=O)NCc2ccccc2)c1	0.2	0.3	1	-10
CC1(C2CC2)NC(=O)N(CC(=O)Nc2ccc(S(=O)(=O)N3CCCCC3)cc2)C1=O (stereo not drawn)	0.6	-1.4	0	62*
CC1=NN(C(=O)c2ccc(-c3ccccc3)cc2)C(O)(C(F)(F)F)C1 (stereo not drawn)	0.2	0.0	0	5
O=C(NN=C1CCC(=NNC(=O)c2cccnc2)CC1)c1cccnc1	-0.2	1.0	-11	11
CC(C)n1cnc2c(Nc3ccccc3)nc(Nc3ccc4ncccc4c3)nc21	0.0	-1.4	-10	-5
COc1cc2[nH]c(=S)n(CCCN3CCCC3=O)c(=O)c2cc1OC	-0.2	2.1	2	-12
COc1ccc(-c2cc(=O)[nH]c(SCC(=O)Nc3ccc(C)cc3)n2)cc1	0.1	0.1	8	7
CCOC(=O)N/N=C(\C)c1cccs1	0.8	-5.0	-45	16
CCNCC(=O)N1c2ccccc2CCc2ccc(NC(=O)OCC)cc21	0.4	-0.7	-2	14
O=C1c2ccccc2S(=O)(=O)N1Cn1nnc2ccccc2c1=O	0.1	-0.4	-3	5
CCOC(=O)c1c(NC(=O)c2ccc(OC)cc2OC)sc(C(=O)N(C)C)c1C	0.0	0.2	8	7
Cc1cccc(C)c1NC(=S)N(CCCN1CCCC(C)C1)Cc1cccs1 (stereo not drawn)	0.1	-0.3	4	6
CCN(CC)CCNC(=O)CS(=O)Cc1nc(-c2ccc(C)cc2)oc1C (stereo not drawn)	-0.2	0.4	6	2
COc1ccccc1NC(=O)CN1CCN(S(=O)(=O)c2cccc([N+](=O)[O-])c2)CC1	-0.1	0.6	6	-1
Cc1ccccc1NC(=O)CCC(=O)Nc1ccccc1C	-0.1	-0.2	-4	-1
Cn1c(=O)n(Cc2ccc(C#N)cc2)c(=O)c2c1ncn2Cc1ccccc1	-0.1	-0.4	-7	-5
COc1ccc(NC(=O)CN2CCc3ccccc3C2)c([N+](=O)[O-])c1	0.1	-0.5	-8	6
COc1ccc(O)c(/C=N/NC(=S)NCCc2ccccc2)c1	-0.4	0.2	2	7
CN(C)c1cc(C(=O)NCCc2ccccc2)nc(N(C)C)n1	0.1	-0.6	-15	1
c1ccc(-c2csc3ncnc(N4CCCC4)c23)cc1	0.5	0.0	-8	9
O=C(Nc1cccc(F)c1)NC1(C(=O)NCc2cccs2)CCCCC1	0.6	-0.5	-3	-7
CCC(C)C(=O)O[C@H]1C[C@H](O)C=C2C=C[C@H](C)[C@H](CC[C@@H](O)C[C@@H](O)CC(=O)O)C21 (stereo partly drawn)	-0.1	0.6	9	7
CC(C)CCNC(CC(=O)Nc1cccc(Cl)c1Cl)C(=O)O (stereo not drawn)	0.1	1.5	-5	-7
Cc1ccc(-c2ocnc2C(=O)N2CCN(C(=O)c3cccs3)CC2)cc1	0.0	0.0	4	3
CC(C)CN(Cc1cc(C(C)(C)C)c(O)c(C(C)(C)C)c1)CC(C)C	0.2	0.4	-1	-5
O=C(Nc1ccc(Br)cc1C(F)(F)F)C1CC(=O)N(c2ccccc2)C1 (stereo not drawn)	0.1	2.7	-4	2
O=C(Nc1cccc2cccnc12)c1csc2c1CCCC2	0.1	1.0	-17	8
CCc1ccccc1NC(=O)c1nn2c(C(F)(F)F)cc(-c3cccs3)nc2c1Cl	1.0	-1.8	14	4
Cc1occc1-c1nnc(SCC(=O)NC2CCCCC2C)n1C (stereo not drawn)	0.4	-0.4	7	-1
O=C(NC1CCCCCCC1)c1ccc(NC2=NC3CS(=O)(=O)CC3S2)cc1 (stereo not drawn)	-0.2	-0.3	-5	-3

Record cards, from the list above:
`Cc1occc1-c1nnc(SCC(=O)NC2CCCCC2C)n1C` (stereo not drawn) is listed with FBW7 act: 0.4; GPR151 ag: -0.4; TEAD-YAP inh: 7; MITF inh: -1
`Cc1ccc(-c2ocnc2C(=O)N2CCN(C(=O)c3cccs3)CC2)cc1` is listed with FBW7 act: 0.0; GPR151 ag: 0.0; TEAD-YAP inh: 4; MITF inh: 3
`O=C(NC1CCCCCCC1)c1ccc(NC2=NC3CS(=O)(=O)CC3S2)cc1` (stereo not drawn) is listed with FBW7 act: -0.2; GPR151 ag: -0.3; TEAD-YAP inh: -5; MITF inh: -3

(listing goes on)
SMILES	FBW7 act	GPR151 ag	TEAD-YAP inh	MITF inh
CCOC(=O)c1ccc(Nc2nc(-c3cc4cc(Br)ccc4oc3=O)cs2)cc1	0.1	-0.2	7	15
CCOc1ccc(NC(=O)N2CCC(O)C2)cc1 (stereo not drawn)	0.0	-1.1	-4	-5
CC(=O)C1=C(O)CCC1=NCCc1ccccc1	0.5	1.6	-7	6
O=C(Nc1ccc(NC(=O)C2CCCCC2)nc1)c1ccco1	0.3	-1.1	-39	4
CCCCNC(=O)c1ccccc1NC(=O)CS(=O)(=O)Cc1ccccc1	0.0	0.0	2	18
COCCNC(=O)Cn1cnc2c(nnn2-c2cccc(F)c2)c1=O	0.2	1.9	0	-13
CN(C(=S)SNc1ccc([N+](=O)[O-])cc1[N+](=O)[O-])C1CCS(=O)(=O)C1 (stereo not drawn)	0.6	1.3	10	11
O=C(/C=C/c1ccccc1[N+](=O)[O-])Nc1ccc(S(=O)(=O)N2CCCC2)cc1	-0.1	-0.2	7	2
CN(Cc1ccccc1)Cc1ccccc1F	0.6	-0.4	0	36
CC(=O)c1c(C)[nH]c(C(=O)CN2CCN(S(=O)(=O)c3ccc(C(C)C)cc3)CC2)c1C	0.1	0.1	11	-2
O=C(CSc1ncnc2sc(-c3ccccc3)cc12)N1CCOCC1	0.0	1.7	-25	-2
C/C(CC(=O)Nc1cccc2c1CCCC2)=N\NC(=O)c1ccc(C)cc1	-0.4	1.0	-50	-1
CCOc1ccccc1-n1c(=S)sc2c(=O)n(-c3ccc(F)cc3)c(SCC(=O)N(CC)CC)nc21	-0.1	1.2	3	-6
c1ccc2oc(NC3=NCN(CCCN4CCOCC4)CN3)nc2c1	1.1	1.0	-3	7
COc1ccc(C(=O)Nc2ccccc2C(C)C)cc1[N+](=O)[O-]	0.0	0.6	-5	-11
O=C(NCc1ccccc1)C(c1ccncc1)N(C(=O)c1ccccn1)c1cccc(F)c1 (stereo not drawn)	0.0	-1.0	-30	49
O=C(c1cccs1)N(Cc1ccccn1)c1nc2ccc(F)cc2s1	-0.1	0.4	-53	-11
CSc1nnc2n(/N=C/c3ccc(F)cc3)cnn12	0.4	-3.7	-7	10
COc1ccc(/C=C/C(=O)Nc2sc3c(c2C(=O)O)CCCC3)cc1OC	0.0	0.1	14	3
C=CCOC(=O)C1=C(C)Nc2nnnn2C1c1cc(OC)ccc1OC (stereo not drawn)	-0.1	2.4	-7	-7
COc1ccc2nc(NC(=O)c3ccc(OC)c([N+](=O)[O-])c3)sc2c1	0.0	0.9	-2	-8
COc1ccc(CCCC(=O)N/N=C/c2ccc(O)c([N+](=O)[O-])c2)cc1C	-0.1	0.6	-8	-1
C/C(CC(=O)N(C)c1ccccc1)=N\NC(=O)COc1ccccc1C	-0.1	0.7	-3	4
O=S(=O)(Nc1nccs1)c1ccc(-n2cccc2)cc1	0.1	0.6	-6	11
CC(=O)Nc1cccc(NC(=O)CCn2cnc3cc(C)c(C)cc32)c1	0.2	1.7	8	3
CCOC(=O)/C=C/C(=O)N1CCCc2ccccc21	0.1	0.0	8	3
CCN1CCN(CCCN(Cc2ccco2)C(=S)Nc2ccc(OC)cc2)CC1	0.0	0.2	9	1
Cc1cc(C(=O)Nc2ccc3ncsc3c2)nn1C	-0.1	-6.7	-10	-8
CCCCCCSc1nc2sc3c(c2c(=O)n1-c1ccc(OC)cc1)CC(C)(C)OC3	-0.1	9.7*	3	-6
O=C(NC12CC3CC(CC(C3)C1)C2)C1CCCN1C(=O)NC1CCCCC1 (stereo not drawn)	0.4	-0.5	2	15
CCc1nc(N2CCOCC2)c(C#N)c2c1COC(C)(C)C2	0.1	1.3	-16	-13
COC(=O)c1cc(S(=O)(=O)N2CCCC2)cn1C	0.0	-1.1	5	-2
CC(=O)C(NC(=O)c1ccccc1)C(Br)(Br)Br (stereo not drawn)	-0.5	1.2	-8	-11
COc1ccccc1/C=C(\NC(=O)c1ccc(OC)c(OC)c1)C(=O)Nc1cccc([N+](=O)[O-])c1	0.2	2.0	-7	15
Cn1c(=O)cc(N2CCc3ccccc32)[nH]c1=O	0.0	0.8	6	1
Cc1cccc(OCC(=O)Nc2ccc3oc(=O)ccc3c2)c1C	-0.1	0.1	-2	-3
C=CCOc1ccccc1CN1CCC2(CC1)NC(=O)c1ccccc1O2	-0.1	-0.1	-4	-10
CC1=C(C(=O)OCCc2ccccc2)C(c2cccc(Cl)c2Cl)CC(=O)N1 (stereo not drawn)	0.0	1.3	-2	5
O=[N+]([O-])c1cccc(/C=N/Nc2nc(N3CCCCC3)nc(N3CCCCC3)n2)c1O	0.1	0.3	6	-15
O=C(NCc1cccc(Oc2ccccc2)c1)c1ccco1	-0.1	1.3	-23	3

Two entries from above, with bars between the fields.
canonical_smiles | FBW7 act | GPR151 ag | TEAD-YAP inh | MITF inh
COc1ccc(O)c(/C=N/NC(=S)NCCc2ccccc2)c1 | -0.4 | 0.2 | 2 | 7
Cc1occc1-c1nnc(SCC(=O)NC2CCCCC2C)n1C (stereo not drawn) | 0.4 | -0.4 | 7 | -1

Next part
SMILES	FBW7 act	GPR151 ag	TEAD-YAP inh	MITF inh
CCC(C)Nc1nc(Cl)nc(N2CCOCC2)n1 (stereo not drawn)	0.3	0.0	-9	-5
CC1=C(C(=O)OC2CCCCC2)C(c2ccccc2I)C2=C(CC(C)(C)CC2=O)N1 (stereo not drawn)	0.0	-0.5	2	12
Cc1nc2sc(C(=O)OCC(=O)c3cc(C)n(Cc4ccco4)c3C)c(C)c2c(=O)[nH]1	0.3	1.9	-6	14
COc1cccc(CN2CCN(Cc3cccc4cnccc34)CC2CCO)c1 (stereo not drawn)	0.0	-1.0	0	16
COC1OC(CO)C(OC(C)=O)C(OC(C)=O)C1OC(C)=O (stereo not drawn)	0.0	-1.1	2	12
O=c1ccc2ccc(OCc3cc4c(cc3Cl)OCO4)cc2o1	0.6	0.1	-6	2
O=C1NCCN/C1=C/C(=O)c1cccs1	-0.1	-0.5	-11	-6
CC(C)[C@H](NS(=O)(=O)c1ccc(Cl)cc1)C(=O)OCC(N)=O	0.1	-0.2	-2	-1
COc1ccc(OCC(=O)N2CCN(c3ccc([N+](=O)[O-])cc3Cl)CC2)cc1	-0.1	0.1	-2	-3
CCNC(=S)N(CCC#N)c1ccc(C)c(C)c1	0.0	0.3	-6	12
Cc1noc2nc(C(Cl)(Cl)Cl)[nH]c(=O)c12	-0.1	-1.1	-1	-4
N#C/C(=C\c1ccc(Cl)c(Cl)c1)C(=O)NCCN1CCOCC1	-0.1	0.8	-1	-1
Cc1ccc(-c2csc(NC(=O)c3ccc([N+](=O)[O-])cc3[N+](=O)[O-])n2)cc1	0.0	0.7	1	18
Cc1cc2ccccn2c1C(=S)NC(=O)c1ccccc1	-0.3	1.9	-18	10
CCOc1ccc(NC(=O)CNC(=O)C2CCCCC2)cc1	-0.1	1.7	-1	6
CSCCCNC(=O)CCc1nnc(-c2ccc(C(C)=O)s2)o1	0.2	-0.7	3	5
c1ccc2c(c1)nc(Nc1ccc(N3CCCCC3)cc1)c1nncn12	-0.2	-0.7	9	-3
COc1ccc(Cl)cc1Nc1nc(Cl)nc(NCCO)n1	1.1	-1.9	7	18
CCOC(=O)c1ccc(CN(Cc2ccc(Cl)cc2Cl)S(=O)(=O)c2cccc(Cl)c2)cc1	0.0	0.1	2	2
O=C(O)C1CC(O)CN1C(=O)C12CC3CC(CC(C3)C1)C2 (stereo not drawn)	-0.1	-0.4	-1	-12

An excerpt from above in order of count of non-hydrogen atoms, rising.
SMILES	FBW7 act	GPR151 ag	TEAD-YAP inh	MITF inh
O=C(Nc1cccc2cccnc12)c1csc2c1CCCC2	0.1	1.0	-17	8
COCCNC(=O)Cn1cnc2c(nnn2-c2cccc(F)c2)c1=O	0.2	1.9	0	-13
CC1=C(C(=O)OC2CCCCC2)C(c2ccccc2I)C2=C(CC(C)(C)CC2=O)N1 (stereo not drawn)	0.0	-0.5	2	12
CC(=O)Nc1ccc(NC(=O)C2CCN(c3ccc(Nc4cccc(N(C)C)c4)nn3)CC2)cc1	0.6	-1.2	-11	10

Bioassay records deposited in PubChem BioAssay by The Scripps Research Institute Molecular Screening Center.
